Scp-1 inhibitor: Scp-1 phosphatase inhibitors, primary screen, biochemical, colorimetric, uHTS. inhibition, % at 20 µM. Carboxy-terminal domain RNA polymerase II polypeptide A small phosphatase 1 (Homo …. 340,000 compounds, 0.88% hits. Recombinant Scp1, phosphopeptide, malachite green phosphate absorbance. AID 493091, 2011;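 active = inhibition above about 50% at 20 µM, limit read from the data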;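 also: plate controls were DMSO wells with enzyme for no effect and wells lacking enzyme for full effect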
Target sequence (Q9GZU7 76-261 limits assumed): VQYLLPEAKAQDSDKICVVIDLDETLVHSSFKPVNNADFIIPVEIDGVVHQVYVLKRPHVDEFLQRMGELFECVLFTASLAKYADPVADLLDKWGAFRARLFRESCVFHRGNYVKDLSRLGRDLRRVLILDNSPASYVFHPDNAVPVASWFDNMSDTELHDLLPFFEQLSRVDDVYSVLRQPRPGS
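Test system: SCP-1 phosphatase catalytic domain, residues 76-261; measured by: colorimetric phosphate reagent with accelerator and stabiliser, absorbance at 630 nm; timing: enzyme reaction 45 min at room temperature, colour 5 min, stabilisation 30 min; also added: Phosphorylated 17-residue peptide substrate; compound dosing: one concentration, 20 µM, with 1.0% DMSO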
NadD block: inhibitors of S. aureus NadD, primary screen, biochemical, colorimetric, uHTS; purified NadD enzyme, colorimetric absorbance read-out; inhibition, % at 20 µM; 360,000 compounds, 0.78% hits; AID 602399, 2012; in the data active = inhibition above about 26%; also: some compounds past the cut are filed as inactive
Rpn11 inh: Rpn11 (PSMD14) deubiquitinase inhibitors, primary screen, biochemical, fluorescence polarization, uHTS | 26S proteasome non-ATPase regulatory subunit 14 (Homo sapiens), O00487 | human 26S proteasome, Ub4-pepOG fluorescence polarization; 20S core pre-blocked with epoxomicin | calls only at 20 µM | 360,000 compounds, 0.59% hits | AID 588493, 2011;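 active = inhibition at 20 µM, scaled to each plate's controls, above about 33%, limit read from the data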
Target sequence (O00487 whole entry, looked up): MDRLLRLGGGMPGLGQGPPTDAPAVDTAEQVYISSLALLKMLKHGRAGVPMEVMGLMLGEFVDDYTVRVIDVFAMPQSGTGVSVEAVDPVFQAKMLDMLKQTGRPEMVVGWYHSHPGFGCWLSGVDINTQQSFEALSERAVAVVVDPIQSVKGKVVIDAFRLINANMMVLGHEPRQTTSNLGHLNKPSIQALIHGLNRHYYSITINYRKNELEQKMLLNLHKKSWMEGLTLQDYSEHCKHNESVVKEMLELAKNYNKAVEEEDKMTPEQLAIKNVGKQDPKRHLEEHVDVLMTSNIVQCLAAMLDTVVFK
MLLE-PAM2 inh: inhibitors of PABP1 MLLE–PAM2 peptide binding, primary screen, biochemical, fluorescence polarization, FITC-PAM2, GST-MLLE. Polyadenylate-binding protein 1 (Homo sapiens), P11940. inhibition, % at 20 µM. 360,000 compounds, 0.36% hits; in the data active = inhibition above about 35%, passing the limit was not always enough;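 also: plate controls were DMSO wells with GST-MLLE for no effect and wells lacking GST-MLLE protein for full effect; some results filed as inactive read as strong as hits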
LMPTP block: LMPTP phosphatase inhibitors, primary screen, biochemical, fluorescence intensity, uHTS | Low molecular weight phosphotyrosine protein phosphatase (Homo sapiens), P24666 | recombinant LMPTP-A, OMFP fluorogenic substrate | inhibition, % at 20 µM | 360,000 compounds, 0.22% hits | AID 651560, 2012;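 active = compounds that cut the enzyme signal by at least half of the control window in the single-dose screen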;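 also: plate controls were DMSO wells with enzyme plus substrate for no effect and substrate without enzyme for full effect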
Target sequence (P24666 whole entry, looked up): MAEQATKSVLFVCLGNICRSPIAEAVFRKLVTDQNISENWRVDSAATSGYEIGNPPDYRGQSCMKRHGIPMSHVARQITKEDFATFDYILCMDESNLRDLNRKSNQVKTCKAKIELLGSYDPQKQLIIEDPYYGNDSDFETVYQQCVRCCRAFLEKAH
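Assay system: LMPTP-A, protein tyrosine phosphatase of low molecular weight / Medium: pH 6.0 Bis-Tris buffer with DTT and Triton X-100 / Schedule: 50 min enzyme reaction at room temperature, protected from light / Measured by: endpoint fluorescence intensity from OMFP dephosphorylation / Read-out basis: % inhibition relative to no-enzyme and uninhibited control wells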
DNMT1 inh: human DNMT1 methyltransferase inhibitors, primary screen, biochemical, molecular beacon, fluorescence, HinP1I cleavage, uHTS. inhibition (reported as % activation of signal), % at 10 µM. 360,000 compounds, 0.83% hits. DNA (cytosine-5)-methyltransferase 1 (Homo sapiens), P26358; in the data active = inhibition above about 50%
STEP block: STEP phosphatase inhibitors, primary screen, biochemical, fluorescence intensity, uHTS; Tyrosine-protein phosphatase non-receptor type 5 (Homo sapiens), P54829; recombinant STEP, OMFP fluorogenic substrate; inhibition, % at 20 µM; 360,000 compounds, 0.25% hits;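 active = inhibition at 20 µM, scaled per plate between control wells, above about 37%, limit read from the data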;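 also: 0% = DMSO with enzyme and substrate and 100% = substrate only without enzyme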
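System: STEP phosphatase, cell-free reaction; Buffer or medium: Bis-Tris pH 6.0 buffer with DTT, detergent; Incubation: 20 min at room temperature, dark; Measured by: fluorescence, 480/540 nm.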
SUMO1 PPI mod: modulators of SUMO1 protein-protein interactions, primary screen, biochemical, uHTS; SUMO1 binding to a labelled peptide, TR-FRET, 1 h; inhibition, % at 20 µM; 360,000 compounds, 0.33% hits; AID 602429, 2012; Small ubiquitin-related modifier 1 (Homo sapiens), P63165; in the data active = inhibition above about 37%
Target sequence (P63165 whole entry, looked up): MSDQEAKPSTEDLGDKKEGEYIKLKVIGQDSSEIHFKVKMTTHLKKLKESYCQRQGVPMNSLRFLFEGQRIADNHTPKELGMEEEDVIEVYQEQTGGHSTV
Tb MetRS inh: T. brucei MetRS inhibitors, primary screen, biochemical, luminescence. AID 624268, 2012. methionyl-tRNA synthetase (Trypanosoma brucei brucei). 360,000 compounds, 0.4% hits. purified T. brucei MetRS, ATP depletion, Kinase-Glo luminescence. inhibition, % at 11.9 µM;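 active = inhibition above a per-plate cutoff of the control wells' mean inhibition plus 3 SD, cut at about 5.5% in these data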;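 also: 0% = DMSO wells median and 100% = median of wells with control inhibitor compound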
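Dosing: 11.9 µM single point; system: parasite MetRS enzyme; technique: luminescence of leftover ATP; times: 15 min enzyme-compound preincubation, 2 h reaction, 10 min detection, 25 °C; replicates: each compound tested once; read-out basis: percent inhibition relative to median high and low control wells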
CSN inh: inhibitors of CSN-mediated cullin deneddylation, primary screen, biochemical, fluorescence polarization, uHTS | COP9 signalosome complex subunit 5 (Homo sapiens), Q92905 | Purified CSN, SCF-Nedd8-OG deneddylation | inhibition, % at 12.5 µM | 360,000 compounds, 0.38% hits | AID 651999, 2013;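 active = pattern-corrected inhibition above about 35%, with an unprinted fluorescence ratio check between 0.5 and 1.5, limit read from the data, passing the limit was not always enough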;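 also: 0% = enzyme with substrate and 100% = substrate without enzyme; some results filed as inactive read as strong as hits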
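Material: purified human Csn5 enzyme expressed in HEK293T cells / Medium: Tris buffer pH 7.5, NaCl, DTT, Tween-20, trehalose, ovalbumin / Compound dosing: 12.5 µM single point / Schedule: 90 min incubation of compound, enzyme and substrate at room temperature / Signal: fluorescence polarization of the substrate / Control set: no-enzyme wells high, enzyme-with-substrate wells low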
* hit, by the source's call; i = inactive; . = no result given.

Scp-1 inhibitor	NadD block	smiles	Rpn11 inh	MLLE-PAM2 inh	LMPTP block	DNMT1 inh	STEP block	SUMO1 PPI mod	Tb MetRS inh	CSN inh
-7	-6	O=S(=O)(c1ccc(C2CCCCC2)cc1)N1CCOCC1	i	7	-0.2	4	-2	-1	0.2	-6
-5	-6	Cc1ccccc1CC1(CO)CCCN(C(=O)CCC(=O)c2ccccc2)C1 (stereo not given)	i	7	-0.4	-2	-1	25	-0.2	-2
-2	4	O=Cc1cn(CC(=O)NCC2CCCO2)c2ccccc12 (stereo not given)	i	-4	0.8	0	-6	-4	0.0	2
-15	-2	Cc1cccc(NC(=O)c2cc(=O)c3ccccc3o2)n1	i	-1	-1.0	-1	0	-21	-0.5	3
-5	-11	O=C(CCNC(=O)c1ccc(Cl)cc1)Nc1cccc(S(=O)(=O)N2CCCCCC2)c1	i	0	1.8	-2	2	3	-0.2	4
6	-4	CCOC(=O)c1c(S(=O)(=O)N2CCN(C3CCCCC3)CC2)c(C)n(C)c1C	i	0	-1.1	3	0	-3	-0.6	5
2	7	Cc1ccc(-n2nnc(-c3cc4ccccc4n3C)n2)cc1	i	6	-1.3	3	-2	-9	-0.4	-4
1	-2	CC1=NOC2(C1)/C(=N/O)CCC/C2=N\O (stereo not given)	i	-7	-0.5	2	1	-3	-0.2	2
-13	3	O=C(Nc1nnc(C2=COCCO2)o1)c1cccc(C(F)(F)F)c1	i	13	-1.9	2	1	5	-0.1	5
2	-7	CCN1CCCC1CNC(=O)c1cc2c(C)nc3ccccc3c2o1 (stereo not given)	i	5	1.5	15	-1	6	-0.3	-3
-5	2	O=C(/C=C/c1cccs1)NC1CCS(=O)(=O)C1 (stereo not given)	i	-2	0.9	3	-2	-6	-1.0	-11
-3	-4	O=C(COC(=O)c1ccccc1Br)Nc1cccnc1Cl	i	7	-0.2	3	4	-3	-0.6	2
-9	6	COC(=O)c1cc(C(=O)c2ccc(C(C)(C)C)cc2)c[nH]1	i	0	1.3	3	-2	3	-0.7	-3
7	-2	CCC(=O)Nc1nnc(S(=O)(=O)N2CCCCCC2)s1	i	-8	-0.4	5	2	6	-0.9	3
-6	4	CCOc1ccc(C(=O)NNC(=O)CNC(=O)c2ccc(C)s2)cc1OC	i	-1	0.0	0	3	6	-0.3	1
5	-2	O=C(/C=C/c1ccc(Cl)cc1Cl)NC(=S)Nc1ccc(CN2CCOCC2)cc1	i	8	-0.5	42	6	3	-1.1	-2
-1	1	O=C(COc1cccnc1[N+](=O)[O-])N1CCN(S(=O)(=O)c2ccccc2)CC1	i	-16	-0.7	-2	-1	-3	-0.1	-11
-6	1	COc1ccc(NC(=S)NCCN2CCOCC2)c(OC)c1	i	-1	-0.8	-6	11	-2	0.3	-2
-11	-8	C1CCCC(NC2=NCCO2)CCC1	i	9	-1.9	-2	-2	-5	-0.2	0
-5	-2	CC(=O)Nc1ccc(NC(=O)C(OC(=O)c2ccccc2)C(OC(=O)c2ccccc2)C(=O)O)cc1 (stereo not given)	i	3	-2.0	0	-3	0	-0.6	4
.	-1	COCCNC(=O)C1Cc2c(-c3ccc(NC(C)=O)cc3)ccnc2O1 (stereo not given)	i	9	-3.0	5	0	5	-0.3	-2
1	-8	C=CCOc1ccc(/C=N/NC(=O)C(C)Sc2ccccn2)cc1OC (stereo not given)	i	3	1.2	-3	2	-8	0.0	-6
6	3	CCCn1c(O)c(N=Nc2ccc3ccccc3n2)c2ccccc21	i	-7	6.1	3	1	-10	0.4	-7
-6	-3	CCN1C(=O)CC(NNC(=O)c2ccc(Cl)cc2)C1=O (stereo not given)	i	-1	-1.6	1	-1	3	-1.1	-4
5	2	CCSc1nnc(NC(=O)[C@H](C)N2C(=O)C3CC=CCC3C2=O)s1 (stereo not given in full)	i	19	-0.8	4	-3	3	-0.4	-2
7	2	O=C(CN1CCc2cc3c(cc2C1)OCCCO3)Nc1ccccc1	i	-20	0.5	-18	-2	-9	0.9	5
-6	3	O=C(CSc1nc2ncc(Cl)cc2[nH]1)NCCc1ccc(F)cc1	i	-36	-0.8	-3	0	-3	2.5	14
46	-6	Cn1cccc1/C=N/NC(=O)c1ccn[nH]1	i	2	-1.1	-4	-3	-1	-0.2	0
-2	4	CC(C)CCNC(=O)c1cn(C)c2ccc(S(=O)(=O)N3CCCC3)cc2c1=O	i	-7	-0.1	-5	2	3	1.0	-6
-4	2	Nc1nc(SCC(=O)NCCCN2CCOCC2)nc2sc3c(c12)CCC3	i	24	-0.9	6	2	3	-0.3	1
7	2	O=C(COc1ccccc1C(=O)O)NC1CCCc2ccccc21 (stereo not given)	i	1	0.0	-1	2	-1	0.0	0
-1	-8	CCCN1C2CCCC1CC(NC(=S)Nc1cc(C)cc(C)c1)C2 (stereo not given)	i	14	-0.8	0	5	1	-1.2	-2
-4	-1	Cc1ccc(-c2cc3c(n2-c2ccc(C(=O)O)cc2)CCCC3=O)cc1	i	7	-0.8	1	3	1	0.1	-4
1	-2	COc1ccc(CCN(C)CCC(=O)Nc2cc(C)ccc2C)cc1OC	i	-3	0.4	7	2	1	-2.2	-5
-6	-6	CC(C)Oc1cccc(C(=O)C2CCCN(C(=O)c3csnn3)C2)c1 (stereo not given)	i	15	-0.1	-4	0	0	-0.1	11
11	-4	CN(CC(=O)NCc1ccccc1)S(=O)(=O)c1ccc2c(c1)CCC(=O)N2	i	5	0.2	2	-1	5	-0.4	1
-12	-10	O=C(Nc1ccc(Cl)c([N+](=O)[O-])c1)c1ccc2c(c1)OCCO2	i	12	2.3	-3	2	-6	0.8	-1
-2	-9	Cc1cccn2c(=O)c(C=C(C#N)C#N)c(N3CCN(C)CC3)nc12	i	8	0.0	-1	-3	-28	-1.7	-1
-1	1	CNC(=O)CSc1nnc(SCCC(=O)O)s1	i	-8	-0.4	73*	-1	5	-0.2	-6
8	11	C=CCN1C(c2ccc(Br)cc2)=CS/C1=C(\C#N)c1nnc(N2CCOCC2)n1-c1ccccc1	i	8	0.1	-3	-1	-10	-0.1	-1
1	6	O=C(NCCN1CCCC1)C1CCC(=O)N(CCCN2CCOCC2)C1 (stereo not given)	i	10	-7.8	1	-4	-17	0.0	2
-7	-2	COc1ccc(-c2csc(/N=C/N(C)C)n2)cc1OC	i	4	0.3	1	1	-6	0.2	-9
-5	6	O=S(=O)(N/N=C/c1cn(Cc2ccccc2)c2ccccc12)c1ccccc1	i	-17	3.0	-10	-5	9	-0.7	1
-1	-4	CCCc1c(O)nc(SC2CC(=O)N(c3ccc(OC)cc3)C2=O)[nH]c1=O (stereo not given)	i	24	-1.4	2	-1	-3	0.1	-2
-6	10	Cc1ccc(OC/C(O)=C(\C#N)c2nc3ccccc3s2)cc1	i	1	0.0	-3	2	7	-0.3	0
29	-3	Cc1cc(C)c(C(=O)Nc2ccc(C)c(C)c2)c(CC(C)(C)C(=O)O)c1	i	8	-1.6	-1	-2	-3	-0.5	0
1	-6	Cc1cccc(NC(=O)CSc2nnc(C3CC3)n2CC2CCCO2)c1 (stereo not given)	i	3	0.9	3	-2	-6	-0.5	2
0	-1	COc1ccc2oc(=O)c(C(=O)Oc3ccc(NC(C)=O)cc3)cc2c1	i	13	1.2	4	-6	-34	-0.4	1
-2	-6	C[C@@H]1CCCCCCCCCCC1=O	i	5	-1.6	-2	0	-3	-0.6	0
6	-1	Cc1ccc(-c2nc(N)n(S(C)(=O)=O)n2)cc1	i	0	0.3	1	0	-1	0.1	-5

An excerpt from above in order of molar mass, smallest number first:
Scp-1 inhibitor	NadD block	smiles	Rpn11 inh	MLLE-PAM2 inh	LMPTP block	DNMT1 inh	STEP block	SUMO1 PPI mod	Tb MetRS inh	CSN inh
-2	-6	C[C@@H]1CCCCCCCCCCC1=O	i	5	-1.6	-2	0	-3	-0.6	0
46	-6	Cn1cccc1/C=N/NC(=O)c1ccn[nH]1	i	2	-1.1	-4	-3	-1	-0.2	0
7	2	O=C(COc1ccccc1C(=O)O)NC1CCCc2ccccc21 (stereo not given)	i	1	0.0	-1	2	-1	0.0	0
11	-4	CN(CC(=O)NCc1ccccc1)S(=O)(=O)c1ccc2c(c1)CCC(=O)N2	i	5	0.2	2	-1	5	-0.4	1
-4	2	Nc1nc(SCC(=O)NCCCN2CCOCC2)nc2sc3c(c12)CCC3	i	24	-0.9	6	2	3	-0.3	1

(listing goes on)
Scp-1 inhibitor	NadD block	smiles	Rpn11 inh	MLLE-PAM2 inh	LMPTP block	DNMT1 inh	STEP block	SUMO1 PPI mod	Tb MetRS inh	CSN inh
10	2	N=c1oc2cc(O)ccc2cc1C(=O)Nc1ccc(Cl)cc1	i	8	9.3	2	1	-13	-0.4	5
-2	-5	CCOC(=O)C1CCN(C(=O)c2ccc3c(c2)OCO3)CC1	i	-4	-0.6	3	2	-1	0.1	2
-7	1	CC(C)c1ccc(-n2ccnc2SCC(=O)O)cc1	i	-1	-0.9	4	-4	2	0.1	-4
-3	-3	O=C(COc1cccc(C(F)(F)F)c1)N1CCN(c2ccccc2O)CC1	i	1	1.4	-4	0	-8	0.3	0
-7	-4	CCCN1CCC2(CC1)NC(C(=O)O)Cc1c2[nH]c2ccccc12 (stereo not given)	i	-4	1.1	-4	0	-4	0.0	1
-2	-13	O=C(CN1CCCCC1)Nc1nc(-c2ccc(Cl)cc2)cs1	i	-12	0.6	5	-1	5	-1.0	-4
